Screens (PubChem)
NR3A LBD binder – binders of NR3A ligand-binding domain, primary screen, biophysical, differential scanning fluorimetry, uHTS; Glutamate receptor ionotropic, NMDA 3A (GRIN3A) ligand-binding domain; NR3A LBD differential scanning fluorimetry, Tm shift; 0% = protein alone, 100% = glycine-bound protein; Tm shift relative to glycine control, % at 25 µM; 2.5% of 340,000 active; AID 1259313, 2017;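 active = melting temperature shift of at least 10% of the positive control shift, at one fixed dose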
ATG4B inhibitor – ATG4B protease inhibitors, primary screen, biochemical, fluorescence, uHTS. Cysteine protease ATG4B (Homo sapiens), Q9Y4P1. ATG4B cleavage of LC3-PLA2, NBD-HPC fluorescence, 1 h. inhibition, % at 8.33 µM. 0.51% of 340,000 active. AID 504462, 2011; in the data active = inhibition above about 40%
Target sequence (Q9Y4P1 whole entry, looked up): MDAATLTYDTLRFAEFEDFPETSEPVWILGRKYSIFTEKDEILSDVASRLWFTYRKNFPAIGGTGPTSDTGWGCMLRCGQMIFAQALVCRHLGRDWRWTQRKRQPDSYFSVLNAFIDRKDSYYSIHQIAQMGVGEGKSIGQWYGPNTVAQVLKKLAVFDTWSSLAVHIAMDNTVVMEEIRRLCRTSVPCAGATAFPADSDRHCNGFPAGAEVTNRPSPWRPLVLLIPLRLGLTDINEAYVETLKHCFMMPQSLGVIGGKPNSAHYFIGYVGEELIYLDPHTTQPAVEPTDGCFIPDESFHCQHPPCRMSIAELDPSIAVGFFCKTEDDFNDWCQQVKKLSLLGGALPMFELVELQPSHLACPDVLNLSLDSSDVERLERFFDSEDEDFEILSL
MPTP inh – mitochondrial permeability transition pore inhibitors, primary screen, biochemical, isolated mouse mitochondria, absorbance; Ca2+ swelling absorbance, 30 min; inhibition, % at 10 µM; 1.4% of 360,000 active; AID 602449, 2012;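 active = inhibition of 50% or more, scaled per plate between neutral and stimulator controls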;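 also: 0% = DMSO wells given calcium and 100% = 1 mM EGTA wells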
SENP6 inh – SENP6 protease inhibitors, primary screen, biochemical, luminescence, uHTS. Sentrin-specific protease 6 (Homo sapiens), Q9GZR1. Recombinant SENP6 catalytic domain, aminoluciferin luminescence. inhibition, % at 10 µM. 1.8% of 330,000 active;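 active = inhibition above about 50% at the single tested dose, limit read from the data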;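 also: plate controls were DMSO wells with enzyme for no effect and DMSO wells lacking enzyme for full effect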
SENP8 inh – human SENP8 protease inhibitors, primary screen, biochemical, fluorescence, Nedd8 protein substrate, uHTS; recombinant SENP8; Sentrin-specific protease 8 (Homo sapiens), Q96LD8; inhibition, % at 20 µM; 0.64% of 360,000 active; in the data active = inhibition mostly above about 40%, no sharp cut-off; inactive = mostly below about 27%
Target sequence (Q96LD8 whole entry, looked up): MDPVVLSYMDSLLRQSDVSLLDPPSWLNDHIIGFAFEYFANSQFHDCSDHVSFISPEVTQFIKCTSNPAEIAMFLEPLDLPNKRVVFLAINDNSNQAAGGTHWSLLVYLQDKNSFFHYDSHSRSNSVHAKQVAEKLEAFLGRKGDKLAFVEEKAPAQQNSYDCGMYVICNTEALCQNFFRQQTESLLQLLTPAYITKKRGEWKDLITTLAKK
HKDC1 inhibitor – HKDC1 hexokinase inhibitors, primary screen, biochemical, fluorescence, uHTS; 0.16% of 340,000 active; recombinant HKDC1, G6PDH/diaphorase resazurin coupled fluorescence; inhibition, % at 20 µM; Q2TB90;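 active = inhibition above about 35% when tested at 20 µM, limit read from the data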;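 also: plate controls were DMSO wells with enzyme for no effect and DMSO wells lacking enzyme for full effect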
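Material – in-house recombinant HK5 (HKDC1) enzyme · Quantity – HKDC1 at 5 µg/mL · Buffer or medium – pH 8.0 Tris buffer with 10 mM MgCl2 · Reagent – glucose with 1 mM ATP · Dosing – single 20 µM dose · Times – reaction time 90 min, room temperature, protected from light · Technique – resorufin fluorescence at 613 nm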
SENP7 block – SENP7 protease inhibitors, primary screen, biochemical, luminescence, uHTS | Sentrin-specific protease 7 (Homo sapiens), Q9BQF6 | recombinant SENP7, Z-RLRGG-aminoluciferin luminescence, 40 min | inhibition, % at 5 µM | 1.5% of 330,000 active | AID 434973, 2010;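 active = inhibition above about 50% at the single test dose, limit read from the data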;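 also: plate controls were DMSO with enzyme for no effect and no enzyme buffer wells for full effect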
Target sequence (Q9BQF6 706-1050 limits assumed): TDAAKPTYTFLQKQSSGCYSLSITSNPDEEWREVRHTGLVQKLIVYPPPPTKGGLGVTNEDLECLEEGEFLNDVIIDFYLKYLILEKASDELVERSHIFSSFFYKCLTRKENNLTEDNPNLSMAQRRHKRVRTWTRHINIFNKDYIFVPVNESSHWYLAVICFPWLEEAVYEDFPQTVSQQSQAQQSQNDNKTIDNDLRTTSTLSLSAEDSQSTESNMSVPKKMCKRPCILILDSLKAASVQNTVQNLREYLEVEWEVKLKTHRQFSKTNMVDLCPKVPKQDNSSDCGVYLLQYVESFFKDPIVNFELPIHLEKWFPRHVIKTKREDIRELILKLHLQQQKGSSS
PfG6PD inh – PfG6PD enzyme inhibitors, primary screen, biochemical, fluorescence intensity, uHTS; 0.78% of 350,000 active; PfGluPho enzyme, NADPH resazurin-diaphorase fluorescence; inhibition, % at 20 µM;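 active = inhibition reaching at least a set limit at 20 µM in the primary screen, cut at about 59% in these data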;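 also: 0% = DMSO wells with substrate and 100% = DMSO wells lacking glucose-6-phosphate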
An asterisk follows results filed as active; i = inactive; nt = not tested or not shown. Only part of the results is shown; rates above refer to the full screens.

| structure | SENP6 inh | SENP7 block | NR3A LBD binder | ATG4B inhibitor | HKDC1 inhibitor | MPTP inh | PfG6PD inh | SENP8 inh |
| --- | --- | --- | --- | --- | --- | --- | --- | --- |
| COc1ccccc1CN1CCN(C(=O)COc2cccc(C)c2)CC1 | 14 | -6 | 3 | -3 | -6 | -1.8 | 8 | 13 |
| O=C(COc1ccccc1)N1CCN(C/C=C/c2ccccc2)CC1 | 11 | -2 | 1 | -18 | -4 | 0.0 | -1 | -2 |
| O=C(Nc1ccc(F)cc1)OC1CN2CCC1CC2 (stereo not drawn) | -10 | -2 | 3 | 5 | -2 | 5.0 | -2 | 10 |
| CC[C@H]1CC2CN3CCc4c([nH]c5ccccc45)C(C(=O)OC)(C2)C13 (stereo partly drawn) | -5 | 6 | -2 | -1 | 1 | 1.6 | 18 | 33 |
| CC1CCCN(C(=O)c2ccc(N3CC4CC(C3)c3cccc(=O)n3C4)c([N+](=O)[O-])c2)C1 (stereo not drawn) | -7 | -4 | -5 | -7 | -16 | 1.6 | 1 | 23 |
| Cn1cc(C=C2C(=O)NC(=O)NC2=O)c2ccccc21 | -7 | -9 | 0 | 4 | 3 | 0.7 | -3 | 16 |
| CC1CN=C(Nc2cccc3ccccc23)S1 (stereo not drawn) | -5 | 22 | -1 | -6 | -1 | 0.1 | -23 | 29 |
| CCN1C[C@]2(C)CC[C@H](O)[C@]34C1[C@H](C[C@H]23)[C@@]1(O)C[C@H](OC)[C@H]2C[C@@H]4[C@@H]1C2O (stereo partly drawn) | 0 | 1 | 3 | -4 | -8 | 2.3 | -5 | 6 |
| O=C(O)[C@H]1C[C@@H]1[C@H](NP(=O)(c1ccccc1)c1ccccc1)c1ccccc1 | -7 | -6 | 1 | -3 | -3 | -0.1 | -5 | 8 |
| CN(C)C1=NC(N(C)C)=NP(N(C)C)(N(C)C)=N1 | -7 | -2 | -2 | 2 | -5 | -1.0 | -9 | 12 |
| O=C1Nc2ccccc2/C1=C/c1cnc[nH]1 | -12 | -3 | -12 | -7 | -6 | -1.0 | -1 | 21 |
| CC(=O)OC(C)(C)/C=C/C(=O)C(C)(O)C1[C@H](O)C[C@@]2(C)C3CC=C4C(CC[C@@H](O)C4(C)C)[C@]3(CO)C(=O)C[C@]12C (stereo partly drawn) | -10 | -2 | -1 | 4 | -5 | -1.2 | 17 | 22 |
| COc1cc(/C=C2/C(=O)NC(=O)N(c3ccc(C)cc3)C2=O)cc(OC)c1OC | -12 | 5 | 2 | -11 | -6 | 3.3 | 9 | 21 |
| Nc1ccc(Cl)cc1C(=O)c1ccccc1Cl | 1 | 0 | -7 | 6 | 8 | -0.5 | 36 | 16 |
| CCCCN1C(=O)NC(=O)C2(Cc3c(nc4ccccn4c3=O)N3CCc4ccccc4C32)C1=O (stereo not drawn) | -7 | 0 | 3 | -7 | 5 | 1.9 | -15 | -205 |
| O=C(COC(=O)Cc1ccccc1)Nc1nnc(-c2ccccc2)o1 | -9 | 7 | -1 | -1 | -1 | -0.2 | -15 | -20 |
| O=[N+]([O-])c1ccc(N2CCCC2)cc1N/N=C1\CN2CCC1CC2 | -14 | -4 | 1 | -2 | 11 | 1.3 | 25 | 37 |
| COc1ccc(C)cc1NC(=O)N1CCC2(CC1)OCCO2 | -12 | 0 | -3 | -1 | 1 | 2.0 | -13 | 20 |
| CC(=O)O[C@H]1CC[C@@]2(C)[C@H](C1)C(=O)C[C@H]1[C@@H]3CC[C@@H]4[C@@H](CN5C[C@@H](C)CC[C@H]5[C@@]4(C)O)[C@@H]3C[C@@H]12 | -9 | -5 | 2 | -3 | 2 | 0.6 | -8 | 5 |
| CN1CCN(c2ccccc2N)CC1 | -4 | 4 | 0 | -5 | 3 | 1.0 | 7 | 40 |
| COC[C@]12CN(C)C3C4[C@H](OC)[C@H]1C3([C@@H](OC)C[C@H]2O)[C@@H]1C[C@@]2(O)[C@H](OC(=O)c3ccccc3)[C@@H]1[C@]4(OC(C)=O)[C@@H](O)[C@@H]2OC | -2 | 2 | -2 | -5 | -6 | -0.1 | 4 | 4 |
| CCN1CCN(c2nc([N+](=O)[O-])nn2C)CC1 | -23 | 0 | 0 | -6 | 5 | -0.1 | -14 | 23 |
| CCN(CCCl)c1cc(CN(C)C)cc(NC(=O)c2ccc(C(=O)Nc3cc(CN(C)C)cc(N(CC)CCCl)c3)cc2)c1 | nt | nt | -2 | 20 | -4 | 82* | 29 | 22 |
| CCCCCCCCCCOC(=O)CCN1CC1 | nt | nt | -2 | -4 | 0 | 1.2 | 1 | 13 |
| COc1ccc(OC)c(-n2c(O)c(C=NCc3ccc4c(c3)OCO4)c(=O)[nH]c2=O)c1 | -7 | -3 | 1 | -10 | 0 | -0.9 | -10 | 6 |

Next part; it opens with the 2 that closed the last part.
| structure | SENP6 inh | SENP7 block | NR3A LBD binder | ATG4B inhibitor | HKDC1 inhibitor | MPTP inh | PfG6PD inh | SENP8 inh |
| --- | --- | --- | --- | --- | --- | --- | --- | --- |
| CCCCCCCCCCOC(=O)CCN1CC1 | nt | nt | -2 | -4 | 0 | 1.2 | 1 | 13 |
| COc1ccc(OC)c(-n2c(O)c(C=NCc3ccc4c(c3)OCO4)c(=O)[nH]c2=O)c1 | -7 | -3 | 1 | -10 | 0 | -0.9 | -10 | 6 |
| Cc1ccsc1-c1nc(CSCC(=O)N2CCC3(CC2)OCCO3)c(C)o1 | -10 | 0 | 0 | -7 | -5 | 2.3 | -6 | -94 |
| CCCN1CCC[C@@H](c2cccc(O)c2)C1 | -4 | -2 | -3 | -1 | -8 | -0.5 | -2 | 8 |
| CN(C)S(=O)(=O)c1cccc(C(=O)N2CCC(C(=O)O)(c3ccccc3)CC2)c1 | -22 | -8 | 1 | -14 | -6 | 0.1 | -20 | 3 |
| CN1CCc2nc3ccc(F)cc3c(C(N)=O)c2C1 | -9 | -5 | 5 | -2 | -3 | -0.6 | -5 | -2 |
| CC(=O)Nc1ccccc1C(=O)C(=O)Nc1cccc(C(=O)N2CCC3(CC2)OCCO3)c1 | -4 | 4 | -1 | 0 | -2 | 0.7 | -7 | 3 |
| COc1ccc(OC(=O)N(C)C)c(CN(C)C)c1 | 4 | 2 | 0 | -6 | -5 | -3.2 | 4 | 9 |
| CC(=O)c1c(C)[nH]c(C(=O)N2CCC3(CC2)OCCO3)c1C | -4 | 3 | 3 | 2 | -4 | -2.4 | 0 | 15 |
| O=C(Nc1ccc(OC(=O)N2CCCC2)cc1)N1CCOCC1 | -15 | -10 | -2 | 10 | 1 | 3.1 | -6 | 5 |
| COc1ccc2c(CN3CC=C(c4ccccc4)CC3)cc(=O)oc2c1 | 5 | 3 | -3 | -5 | 11 | -1.6 | -7 | -380 |
| COc1ccc(OC)c(-n2c(O)c(C=Nc3c(C)n(C)n(-c4ccccc4)c3=O)c(=O)[nH]c2=O)c1 | -4 | -8 | -1 | -1 | -4 | 1.5 | -2 | -12 |
| CCC(=O)Nc1cc(C(=O)N2CCC3(CC2)OCCO3)ccc1S(=O)(=O)c1ccc(C)cc1 | -19 | 2 | 1 | -6 | 0 | -7.0 | 0 | 7 |
| CC1=C(/C=C/c2ccccc2)CCN(C)C1 | -5 | -7 | 0 | -17 | -12 | -1.1 | -2 | 17 |
| COC(=O)C1=C(c2ccccc2OCc2ccccc2)C[C@@H]2CC[C@H]1N2C(=O)NCCc1ccc(F)cc1 | 8 | 3 | -1 | 4 | 1 | 0.6 | 5 | 8 |
| O=C(Nc1ccc(Cl)cc1C(=O)c1ccccc1Cl)c1ccco1 | 6 | -2 | 5 | 6 | -3 | 1.7 | -3 | 17 |
| C=CCn1c(O)c(C(C)=NC2CC2)c(=O)[nH]c1=O | -7 | 1 | -1 | 1 | -6 | -0.8 | -3 | 22 |
| CCC(c1ccc(C)cc1)N1C(=O)C2C3CCC(O3)C2C1=O (stereo not drawn) | -2 | -5 | -2 | -2 | -8 | -0.5 | 5 | 10 |
| O=C(Cc1cccs1)N1CCC2(CC1)OCCO2 | -16 | -2 | 0 | -1 | 3 | -0.6 | -19 | 8 |
| CN1CN(c2cccc([N+](=O)[O-])c2)CN=C1N[N+](=O)[O-] | -31 | -2 | 0 | -3 | -4 | -1.3 | 1 | 7 |
| COc1ccccc1C(=O)C1CCCN(Cc2cnc(C)s2)C1 (stereo not drawn) | -15 | 7 | -2 | -8 | -2 | 1.0 | 34 | 0 |
| CP(=O)(Nc1ccc(Cl)cc1)c1nc2c(s1)CCCC2 (stereo not drawn) | -18 | -8 | -2 | -5 | -4 | 3.1 | 3 | 30 |
| COc1cc(/C=C/c2nc3ccccc3c(=O)n2-c2ccc(O)cc2)ccc1O | -2 | -3 | -3 | -25 | 6 | 2.3 | 32 | -253 |
| O=C1NC(=O)N(c2ccccc2)C(=O)/C1=C\c1ccc([N+](=O)[O-])s1 | 20 | 20 | -8 | -1 | 2 | nt | 81* | nt |
| Cc1cccc(-n2c(O)c(C=NC34CN5CN(CN(C5)C3)C4)c(=O)[nH]c2=O)c1 | 17 | 9 | -1 | -3 | -9 | 2.5 | 7 | 13 |
| CC(C)n1c(O)c(C=NCc2cccnc2)c(=O)[nH]c1=S | -10 | -7 | -2 | 0 | -5 | 0.7 | -8 | 20 |
| Cn1c(=O)oc(=O)c2ccccc21 | nt | nt | -1 | 4 | -4 | -0.7 | -10 | i |

(next part)
| structure | SENP6 inh | SENP7 block | NR3A LBD binder | ATG4B inhibitor | HKDC1 inhibitor | MPTP inh | PfG6PD inh | SENP8 inh |
| --- | --- | --- | --- | --- | --- | --- | --- | --- |
| CCOCN(C(=O)CCl)c1c(C)cccc1CC | -1 | 0 | -2 | -8 | -19 | -2.4 | 0 | -5 |
| COc1ccc(Nc2ncc(C(=O)N3CCC4(CC3)OCCO4)c3ccccc23)cc1 | 3 | 4 | -2 | -5 | 2 | -3.1 | 13 | -71 |
| CC(=O)O[C@H]1[C@H]2O[C@]23[C@@H]2CC[C@]4(O)C[C@@H](O)CC[C@]4(C)C2CC[C@]3(C)[C@H]1c1ccc(=O)oc1 (stereo partly drawn) | -16 | -2 | 2 | -1 | -3 | 0.6 | -18 | 5 |
| C[C@]1(O)CC[C@H]2[C@@H]3CCC4=CC(=O)CC[C@]4(C)[C@@]3(F)[C@@H](O)C[C@@]21C | nt | nt | 0 | 1 | -4 | 1.8 | 15 | 5 |
| CC12CC[C@H]3[C@@H](CCC4(O)C[C@H](O)CCC34/C=N/NC(=O)c3ccccc3Cl)C1(O)CCC2C1=CC(=O)OC1 (stereo partly drawn) | -2 | -6 | -2 | -13 | -10 | -0.2 | -10 | 38 |
| Cc1cc(S(=O)(=O)NCc2ccccc2)ccc1OCC(=O)N1CCN(C)CC1 | -15 | 9 | 3 | -5 | -6 | -1.6 | -15 | 11 |
| Cc1cc(S(N)(=O)=O)ccc1N=Cc1c(O)n(-c2ccccc2)c(=O)[nH]c1=O | 17 | 5 | 0 | -15 | 0 | 0.3 | 1 | -188 |
| COC(=O)C1=C(c2ccc(OC(F)(F)F)cc2)C[C@@H]2CC[C@H]1N2C(=O)NCCc1ccccc1 | -12 | 8 | -3 | 3 | 6 | 0.4 | 14 | 10 |
| CCOc1ccc(-n2c(O)c(C=NCCCn3ccnc3)c(=O)[nH]c2=O)cc1 | -5 | -5 | -1 | -10 | -3 | -0.3 | 10 | -7 |
| COc1ccc(-n2c(O)c(C(C)=NC3CC3)c(=O)[nH]c2=O)cc1 | -12 | 3 | 1 | 0 | -12 | 1.3 | -16 | 16 |
| COc1cc2c(cc1OC)C(c1c(O)n(CCc3ccccc3)c(=S)[nH]c1=O)NCC2 (stereo not drawn) | -9 | 3 | -11 | 3 | -2 | nt | -7 | nt |
